Sm TGR block = qHTS Assay for the Inhibitors of Schistosoma Mansoni Peroxiredoxins | purified TGR, DTNB reduction, TNB absorbance 405 nm | Potency, µM (highest dose often 114 µM), inactives show at the top dose activity change, negative = inhibition, usual class: inhibitors | hit rate 3% among 360,000; note: nearly all actives have a fitted effect of over 60% in size
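TGR 20 nM + NADPH 100 uM (dispensed conc.), cpd preinc 15 min RT; start with NADPH (500 uM addition) then DTNB (15 mM addition). Kinetic TNB absorbance, 405 nm filter. Four-parameter Hill fit across titration.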
HCV inh = qHTS Assay for Inhibitors of Hepatitis C Virus (HCV). Huh7.5.1 HCVcc-Cre infection, luciferase reporter, 44 h. Potency, µM (series often up to 41.8 µM), for inactives: at the highest dose activity change, negative = inhibition, hits mostly inhibitors. AID 651820, 2012. hit rate 3.4% among 340,000
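Compounds are dispensed onto cells plated 4 h earlier at 1,000 per well, with HCVcc-Cre virus (about 0.5 moi) added next. Following 44 h of culture, luminescent signal is measured for 15 sec after 15 min with substrate at room temperature.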
Pf growth 48h = Primary qHTS for delayed death inhibitors of the malarial parasite plastid, 48 hour incubation; hit rate 5.9% among 310,000; P. falciparum luciferase growth in erythrocytes, 48 h; Potency, µM (titrated, usually from 28.7 µM), without a hit: at the highest dose activity change, negative = inhibition, hits mostly inhibitors
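Cell-based growth assay: transgenic P. falciparum expressing firefly luciferase, cultured in red cells within RPMI 1640 containing 0.5% w/v Albumax, 24 mM bicarbonate and gentamycin. A drop in luciferase activity indicates inhibition.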
LmPK inh = qHTS Assay for Inhibitors of Leishmania Mexicana Pyruvate Kinase (LmPK); Q27686; purified LmPK, Kinase-Glo ATP luminescence, 1 h; Potency, µM (titrated, usually from 57.5 µM), for inactives: at the highest dose activity change, negative = inhibition, hits mostly inhibitors; hit rate 0.37% among 290,000
Target sequence (Q27686 whole entry, looked up): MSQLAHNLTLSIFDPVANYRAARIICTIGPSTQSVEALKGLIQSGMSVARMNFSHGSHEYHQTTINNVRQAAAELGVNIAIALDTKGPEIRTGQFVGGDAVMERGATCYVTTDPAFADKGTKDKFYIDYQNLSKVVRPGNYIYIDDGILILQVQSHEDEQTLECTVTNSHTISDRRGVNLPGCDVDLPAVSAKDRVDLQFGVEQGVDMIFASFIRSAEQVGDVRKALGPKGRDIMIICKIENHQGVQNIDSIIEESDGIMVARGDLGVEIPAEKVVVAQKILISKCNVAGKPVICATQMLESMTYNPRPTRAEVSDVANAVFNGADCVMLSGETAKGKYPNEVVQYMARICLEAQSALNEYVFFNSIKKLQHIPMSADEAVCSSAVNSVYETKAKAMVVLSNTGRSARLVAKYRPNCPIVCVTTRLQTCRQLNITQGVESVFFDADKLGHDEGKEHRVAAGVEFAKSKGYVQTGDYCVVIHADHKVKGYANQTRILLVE
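ATP generated from ADP (0.1 mM) and PEP (0.5 mM) by 0.1 nM LmPK over 1 h at room temperature (pH 7.2 imidazole buffer) was detected by coupled luciferase luminescence. Values were normalized to uninhibited and no-enzyme wells.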
Pf growth 96h = Primary qHTS for delayed death inhibitors of the malarial parasite plastid, 96 hour incubation; AID 504834, 2011; hit rate 6.9% among 320,000; P. falciparum luciferase reporter growth, 96 h; Potency, µM (titrated, usually from 28.7 µM), for the others: at the highest dose activity change, negative = inhibition, actives largely listed as inhibitors
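96 h incubation, 37 C, 5% CO2, of luciferase-reporter P. falciparum-infected RBCs (2% hematocrit, 0.05% parasitemia final) with test compounds; endpoint luminescence.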
Tb PYK inh = qHTS of Trypanosoma Brucei Inhibitors | pyruvate kinase (Trypanosoma brucei), Q57TT1 | TbPYK enzyme, Kinase-Glo Plus ATP luminescence, 45 min | Potency, µM (doses to about 76.8 µM), for the others: top-dose activity, negative = inhibition, usual class: inhibitors | hit rate 0.12% among 410,000 | AID 624173, 2012; note: nearly all actives have a fitted effect of over 50% in size
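Assay buffer: 50 mM TEA pH 7.2, 100 mM KCl, 10 mM MgCl2, 0.05% BSA, 0.01% Tween-20. Pyruvate kinase from T. brucei plus substrate met compound, then ADP (130 uM final). Luminescence was read post 45 min RT.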
An asterisk follows results filed as active; u = inconclusive; x = no result given; & = joins results of further samples; [ ] = remark or other dose. Calls come from the whole dose curve; as a rule, active = well fitted curve in the direction sought with a large enough effect; inconclusive = small, poorly fitted or top-dose-only effect, or another doubt; inactive = no such curve, though single readings can be large; an effect the other way counts as inactive or inconclusive. % is set by controls: 0 for no effect and ±100 for the full control effect; potency is the fitted concentration of half-maximal effect.

canonical_smiles	Sm TGR block	HCV inh	Pf growth 48h	LmPK inh	Pf growth 96h	Tb PYK inh
COc1ccccc1-c1ccc(SCC(=O)NCc2ccc3c(c2)OCO3)nn1	6%	u	-21%	1%	0%	1%
O=C(O)C1CCCCC1C(=O)NCc1ccc(F)cc1 (configuration not stated)	3%	4%	10%	-3%	x	-8%
O=C(NC12CC3CC(CC(C3)C1)C2)c1ccc(-c2cccc(Cl)c2)o1	u	u	3%	2%	u	0%
Cc1cc2nc(SCCN3CCOCC3)[nH]c2cc1C	2%	-5%	163%[activator]	-2%	97%[activator]	2%
Cc1cccc(C)c1Nc1nnc(SCC(=O)Nc2cc(S(=O)(=O)N3CCCCC3)ccc2Cl)s1	3%	u	13µM*	1%	u	-4%
COCC(=O)N(Cc1cc2cc(C)ccc2[nH]c1=O)c1cccc(C)c1C	6%	-7%	-21%	0%	318%[activator]	-5%
Cc1nnc(SCC(=O)NC2CCCC2)n1-c1ccccc1	-17%	11%	5%	x	-21%	-9%
COc1ccccc1Nc1nc(N)nc(CCl)n1	28µM*	4.5µM*	u	-2%	-10%	5%
N=C1SCC(=O)N1c1ccc(Cl)cc1	4%	-2%	5%	3%	u	-6%
Cc1cccc(-n2nnc(C(=O)Nc3ccc(F)cc3)c2N)c1	1%	u	146%[activator]	2%	10%	3%
O=C(/C=C/C(=O)N1CCc2ccccc2C1)N1CCc2ccccc2C1	-22%	-10%	-10%	6%	u	1%
CCCCNC(=O)C1(NC(=O)Nc2ccccc2)CCCCC1	10%	0%	-7%	4%	-18%	4%
CCOC(=O)c1nn(-c2cccc(OC)c2)c2nc(CC)c(C#N)c(=O)n12	2%	-19%	u	4%	u	15%
COc1ccccc1CNc1nc(-c2cc(C)n(C)c2C)cs1	u	u	u	-3%	-64%	u
CCc1c(C)nc(SCC(N)=O)c(C#N)c1C	4%	-14%	x	-3%	-30%	-4%
Cc1cccc(-n2c(SCC(N)=O)nnc2-c2ccco2)c1	12%	16%	u	2%	24%	-3%
CN(C)C(=O)CSc1nnc(CCNC(=O)OC(C)(C)C)o1	6%	3%	-8%	4%	38%[activator]	2%
N#CCSc1nc2sccc2c(=O)n1-c1ccccc1	-16%	-7%	-31%	0%	-5%	2%
C/C(=N/NS(=O)(=O)c1cc(C)ccc1C)c1ccc2c(c1)OCO2	0%	15%	-1%	0%	12µM*	-10%
CCn1c(SCC(=O)c2cc(OC)ccc2OC)nnc1C(C)C	u	-8%	9%	1%	0%	-21%
CC(Cc1cccnc1)NC(=O)c1cc(COc2ccc(F)cc2Cl)on1 (configuration not stated)	2%	-16%	-7%	-4%	46%	0%
CCOc1ccc(N(C)S(=O)(=O)c2ccc(C)c(C(=O)NCc3ccccc3OC)c2)cc1	0%	u	12µM*	x	9.3µM*	10%
O=C(Nc1nc2ccccc2c(=O)s1)c1ccco1	u	-5%	2.1µM*	-10%	2%	-9%
O=C(NCc1ccccn1)c1ccc(Cl)c(NC2=NC3CS(=O)(=O)CC3S2)c1 (configuration not stated)	1%	12%	5%	1%	-7%	0%

Arranged by SMILES length (low to high): some entries from above
canonical_smiles	Sm TGR block	HCV inh	Pf growth 48h	LmPK inh	Pf growth 96h	Tb PYK inh
O=C(Nc1nc2ccccc2c(=O)s1)c1ccco1	u	-5%	2.1µM*	-10%	2%	-9%
CN(C)C(=O)CSc1nnc(CCNC(=O)OC(C)(C)C)o1	6%	3%	-8%	4%	38%[activator]	2%
O=C(NCc1ccccn1)c1ccc(Cl)c(NC2=NC3CS(=O)(=O)CC3S2)c1 (configuration not stated)	1%	12%	5%	1%	-7%	0%

Carrying on.
canonical_smiles	Sm TGR block	HCV inh	Pf growth 48h	LmPK inh	Pf growth 96h	Tb PYK inh
CN1C(=O)Cc2cc(S(=O)(=O)Nc3ccc(Cl)cc3)ccc21	0%	-2%	-8%	3%	30%[activator]	3%
CC(C)(C)n1nnnc1C(c1cccnc1)N(Cc1ccccc1)Cc1cccs1 (configuration not stated)	-1%	u	0.83µM*	3%	0.17µM*	7%
CCCCCCSc1ccc([C@@H]2[C@H]3C(=O)N(CC)C(=O)[C@H]3[C@]3(C(=O)OC)CCCN23)cc1	-17%	-1%	u	x	10µM*	-1%
O=C(c1[nH]ncc1-c1cccc(Br)c1)C1CO1 (configuration not stated)	11µM*	u	15µM*	0%	u	10%
Cc1cccc2sc(NNC(=O)C3=COCCO3)nc12	-3%	6%	57%[activator]	5%	45%[activator]	2%
O=C(O)C1(S(=O)(=O)c2ccc(Cl)cc2)CCC1	-7%	18%	30%[activator]	1%	50%[activator]	-2%
O=C1CCC(=O)N1CCSC(=S)N1CCSCC1	23%	3%	37%[activator]	0%	65%[activator]	-8%
Cc1ccc(-c2nnc(N(C)C(=O)C3CCCO3)s2)cn1 (configuration not stated)	u	3%	140%[activator]	-4%	u	-1%
c1ccc2c(c1)CCNC2c1ccncc1 (configuration not stated)	2%	-10%	-16%	0%	66%[activator]	-1%
O=C(N/C(=C/c1cn(-c2ccccc2)nc1-c1ccccc1)C(=O)N1CCOCC1)c1ccc(Cl)cc1Cl	2%	23%	6.6µM*	1%	u	-2%
O=C(O)c1ccc(CN2C(=O)c3ccccc3S2(=O)=O)cc1	0%	10%	4%	0%	6%	-2%
O=C(Cc1ccc(Cl)cc1)Nc1ccccc1Sc1ccccc1	-18%	u	-18%	0%	u	-8%
CN(CC(=O)Nc1c(Cl)cccc1Cl)C(=O)CCCN1C(=O)c2ccccc2C1=O	-9%	1%	-5%	-3%	x	7%
COc1cccc(CN2CCN(Cc3cc4ccccc4o3)CC2CCO)c1 (configuration not stated)	2%	15%	-14%	4%	-24%	1%
Oc1ccccc1Cn1nnc2ccccc21	2%	0%	9%	-8%	u	0%
O=C(CSc1ccccc1)NCC(c1ccco1)N1CCCCC1 (configuration not stated)	-8%	2%	u	x	u	-2%
CCOC(=O)c1ccc(N/C(=N/S(=O)(=O)c2ccccc2)c2ccccc2)cc1	-8%	u	-1%	-3%	u	8%
COC(=O)c1cc[n+](CC(=O)c2ccccc2)cc1	-3%	-3%	23%	-3%	x	-6%
CC1CC(c2ccccc2)n2nc(NC(=O)CCc3ccccc3)nc2N1 (configuration not stated)	0%	11%	-23%	1%	-94%	-5%
O=S(=O)(c1ccc2nc(-c3ccccc3)[nH]c2c1)N1CCN(c2cccc(Cl)c2)CC1	3%	u	u	4%	8%	-1%
CCCCNC(=O)[C@@H]1CCCN1S(=O)(=O)c1cccc2cccnc12	-7%	1%	-29%	x	u	0%
COc1ccc(CN(C)C(=O)COC(=O)c2c(-c3ccccc3Cl)noc2C)cc1	-6%	u	u	1%	u	8%
O=C(COc1ccccc1-c1ccccc1)NNC(=O)NC1CCCCC1	-3%	-12%	u	-1%	-7%	2%
COc1cccc(-c2cc(C(=O)Nc3ccc(OC)c(OC)c3)no2)c1	6%	-16%	32%[activator]	2%	0%	4%

Brought forward from above: 2 compounds, followed by the next part.
canonical_smiles	Sm TGR block	HCV inh	Pf growth 48h	LmPK inh	Pf growth 96h	Tb PYK inh
O=C(COc1ccccc1-c1ccccc1)NNC(=O)NC1CCCCC1	-3%	-12%	u	-1%	-7%	2%
COc1cccc(-c2cc(C(=O)Nc3ccc(OC)c(OC)c3)no2)c1	6%	-16%	32%[activator]	2%	0%	4%
Cc1cc(C(C)(C)C)oc1C(=O)N(CC(=O)NC1CCCC1)c1cccc(C(F)(F)F)c1	-13%	u	9.3µM*	5%	12µM*	-9%
CN1OC(COC(=O)c2ccc(Cl)cc2Cl)CC1c1ccccc1 (configuration not stated)	10%	0%	43%[activator]	-2%	51%[activator]	-2%
COP(=S)(OC)SCN1C(=O)c2ccccc2C1=O	-21%	0%	-12%&-1%	1%	-28%&6%	0%&-32%
COC(=O)C1C2CC3c4[nH]c5cc(OC)ccc5c4CCN3CC2CC(OC)C1OC (configuration not stated)	x	x	u	x	u	4%
C#CCOCCOCCOCCNc1nc(N2CCN(C(=O)CCCCCCCCCCNC(=O)Cn3cc(CCCCCN)nn3)CC2)nc(N2CCN(C(=O)CCCCCCCCCCNC(=O)Cn3cc(CCCCCN)nn3)CC2)n1	-36%	11%[8.37 µM]	1.7µM*	x	6.6µM*	-2%
COc1ccc(C(=O)Nc2ccccc2N2CCCCC2)cc1[N+](=O)[O-]	10%	u	u	4%	12µM*	6%
O=C(Nc1cnn(Cc2ccc(Cl)cc2)c1)c1cccs1	-5%	-14%	4.7µM*	9%	6.6µM*	u
Cn1cnc([N+](=O)[O-])c1Sc1ccc([N+](=O)[O-])cc1	x	-3%	u	3%	-3%	-5%
O=C(Cc1ccccc1)N1CCN=C1SCc1cccc([N+](=O)[O-])c1	1%	11%	u	1%	18%	1%
C=CCNC(=S)NCC=C	-1%	17%	2%	-2%	4%	0%
CCOC(=O)c1ccc(-c2ccc(/C=N/NC(=O)Cc3nnc(N)s3)o2)cc1	0%	21%	-76%	2%	277%[activator]	-1%
CCCN1C(=O)C2(OCCO2)c2cc(Cl)ccc21	1%	-19%	11%	-8%	7%	5%
COc1ccc(OC)c(/C=N/NC(=O)c2cnccn2)c1	2%	24%	-3%	-1%	63%[activator]	-11%
NS(=O)(=O)c1ccc(NC(=O)C(Sc2ccccc2)c2ccccc2)cc1 (configuration not stated)	-6%	-3%	-15%	3%	u	6%
CC(C)n1c(SCC(=O)c2ccc3c(c2)OCCO3)nc2c1c(=O)n(C)c(=O)n2C	-8%	13µM*	-17%	-2%	-24%	10%

Full records, looked up by structure. Screens in order: Sm TGR block, HCV inh, Pf growth 48h, LmPK inh, Pf growth 96h, Tb PYK inh
O=C(Nc1nc2ccccc2c(=O)s1)c1ccco1 across the screens: u, -5%, 2.1µM*, -10%, 2%, -9%
COc1ccc(C(=O)Nc2ccccc2N2CCCCC2)cc1[N+](=O)[O-] across the screens: 10%, u, u, 4%, 12µM*, 6%
COc1ccccc1-c1ccc(SCC(=O)NCc2ccc3c(c2)OCO3)nn1 across the screens: 6%, u, -21%, 1%, 0%, 1%
O=C(Cc1ccc(Cl)cc1)Nc1ccccc1Sc1ccccc1 across the screens: -18%, u, -18%, 0%, u, -8%
NS(=O)(=O)c1ccc(NC(=O)C(Sc2ccccc2)c2ccccc2)cc1 (configuration not stated) across the screens: -6%, -3%, -15%, 3%, u, 6%

Screening data: PubChem, National Center for Advancing Translational Sciences (NCATS)
